# West Nile antiviral = West Nile virus antiviral activity, cell-based, CPE readout (AID 1621) | hit rate 0.02% among 290,000 | CPE inhibition, % at 10 µM; hits with a dose series show IC50 in µM | West Nile virus-infected cells, CPE inhibition; higher % means a stronger effect; in the data active = a potency from the dose series; inconclusive = CPE inhibition mostly from about 3.7% at the one dose, without a potency; inactive = the rest, 99 in 100 with CPE inhibition below about 2.2%; also: strong numbers were not always called active
# NOD1 inhibition = NOD1 signaling inhibitors, primary screen, cell-based, luminescence, uHTS (AID 1578); NOD1-driven NF-kB luciferase reporter cells, luminescence; higher % means a stronger effect; hit rate 1% among 290,000; inhibition, % at 4 µM; hits with a dose series show EC50 in µM; in the data active = inhibition mostly above about 36%, no sharp cut-off; inactive = mostly below about 34%;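 also: HEK-293T reporter cells stimulated with the NOD1 agonist gamma-tri-DAP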
# KOR beta-arrestin-1 = KOR antagonists, beta-arrestin recruitment, cell-based, luminescence, uHTS (AID 1778); Kappa-type opioid receptor (Homo sapiens); KOR beta-arrestin recruitment, luminescence, antagonist mode; higher % means a stronger effect; inhibition, % at 10 µM, or IC50 in µM where a hit was titrated; hit rate 0.091% among 290,000; in the data active = inhibition above about 50%; also: strong numbers were not always called active
# GPR35 arrestin U2OS = GPR35 antagonists blocking zaprinast-driven arrestin recruitment, primary screen, imaging, U2OS, beta-arrestin-GFP, zaprinast agonist (AID 2058); inhibition, % at 10 µM, or IC50 in µM where a hit was titrated; hit rate 0.052% among 290,000; G-protein coupled receptor 35 (Homo sapiens); U2OS GPR35 beta-arrestin-GFP translocation imaging, zaprinast antagonism; higher % means a stronger effect;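 active = inhibition of at least 50% with at least 30 cells and total cytoplasm GFP at most 10,000,000; inconclusive = under 30 cells or total GFP of 10,000,000 plus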
# HIV fusion peptide = inhibitors of HIV fusion peptide binding, primary screen, biochemical, uHTS, fluorescence dequenching (AID 1986); hit rate 0.3% among 290,000; cell-free peptide binding, fluorescence dequenching, 30 min; higher % means a stronger effect; one-dose inhibition, % at 20 µM; IC50 in µM for titrated hits; in the data active = inhibition mostly above about 52%, no sharp cut-off; inactive = mostly below about 76%; also: some results filed as inactive read as strong as hits
# NS5 inhibitors = Dengue-2 NS5 methyltransferase inhibitors, primary screen, biochemical, confirmation dose response (AID 588689); Genome polyprotein (Dengue virus type 2 (strain 16681-PDK53)); Dengue-2 NS5 methyltransferase capping enzyme assay, biochemical; higher % means a stronger effect; inhibition, % at 25 µM, or IC50 in µM where a hit was titrated; hit rate 0.3% among 340,000; in the data active = a potency from the dose series; inconclusive = inhibition above about 29% without an active follow-up result
# GPR55 activation = GPR55 agonists via beta-arrestin recruitment, primary screen, imaging, U2OS cells, beta-arrestin-GFP redistribution (AID 1961); hit rate 0.048% among 290,000; one-dose activation, % at 10 µM; EC50 in µM for titrated hits; G-protein coupled receptor 55 (Homo sapiens); U2OS GPR55 beta-arrestin-GFP redistribution imaging; higher % means a stronger effect;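 active = activation above 40% with more than 50 cells counted in the well; inconclusive = wells holding fewer than 50 cells, flagged as toxic or sparse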;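 also: U2OS osteosarcoma cells stably expressing GPR55 and beta-arrestin-GFP; plate controls were DMSO negative control for no effect and LPI positive control for full effect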
# KOR beta-arrestin-2 = KOR agonists, beta-arrestin recruitment, primary screen, cell-based, luminescence, uHTS (AID 1777); Kappa-type opioid receptor (Homo sapiens); KOR beta-arrestin recruitment, luminescence; higher % means a stronger effect; activation, % at 10 µM, or EC50 in µM where a hit was titrated; hit rate 0.02% among 280,000; in the data active = activation above about 50%, passing the limit was not always enough; also: a part of the inactive calls stands beside numbers as strong as those of hits
# GPR55 LPI antagonism = GPR55 antagonists blocking LPI-driven arrestin recruitment, primary screen, imaging, U2OS, beta-arrestin-GFP, LPI agonist (AID 2013); G-protein coupled receptor 55 (Homo sapiens); U2OS GPR55 beta-arrestin-GFP translocation imaging, LPI antagonism; higher % means a stronger effect; one-dose inhibition, % at 10 µM; IC50 in µM for titrated hits; hit rate 0.13% among 290,000;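 active = spots per cell inhibited over 60%, with over 100 cells counted and total cytoplasm intensity under 500,000; inconclusive = wells with under 100 cells, flagged as likely toxic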;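 also: U2OS cells stably carrying GPR55 and arrestin-GFP stimulated by 5 µM LPI near EC80; imaged beta-arrestin-GFP aggregate spots per cell after agonist stimulation; plate controls were LPI-stimulated DMSO wells for no effect and DMSO wells without LPI for full effect; some results filed as inactive read as strong as hits; confirmed hits need IC50 under 10 µM and bright autofluorescent wells are also inconclusive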
# An asterisk follows results filed as active; ? = inconclusive; nt = no result given; [ ] = remark or other dose. Some of the compounds tested; count on the stated rates, not on these rows.
item	canonical_smiles	West Nile antiviral	NOD1 inhibition	KOR beta-arrestin-1	GPR35 arrestin U2OS	HIV fusion peptide	NS5 inhibitors	GPR55 activation	KOR beta-arrestin-2	GPR55 LPI antagonism
1	CCC1CCCCN1C(=O)CN1C(=O)CSC1=O (centres undefined)	0.1%	8%	-12%	2%	-3.2%	1%	0.3%	0.6%	3%
2	CC(C(=O)N(C)c1ccccc1)N1CCN(C(=O)c2ccccc2)CC1 (centres undefined)	-0.2%	-10%	-18%	1%	0.5%	-4%	-0.1%	1.0%	4%
3	CCOC(=O)CC1C(=O)NCCN1c1nc2ccc(C)cn2c(=O)c1/C=C1\SC(=S)N(C(C)CC)C1=O (centres undefined)	0.1%	21%	-9%	44%	148%	nt	0.2%	3.9%	70%*
4	COc1cccc(-c2nnc(SCC(=O)OC(C)C)n2Cc2ccco2)c1	-0.1%	8%	-9%	7%	-0.9%	-5%	-0.2%	-0.7%	-8%
5	CC1CCCN(CCC(=O)Nc2ccc(F)c(F)c2)C1 (centres undefined)	0.0%	-25%	-25%	0%	1.3%	-4%	-0.2%	1.8%	20%
6	Cc1ccccc1NC(=O)c1ccccc1NC(=O)Cc1cccc2ccccc12	-1.1%	6%	-15%	10%	-2.3%	-6%	-0.3%	6.8%	-16%
7	COc1ccc(C2C(C#N)=C(N)N(c3cccnc3)C3=C2C(=O)CCC3)cc1Cn1cc([N+](=O)[O-])cn1 (centres undefined)	-0.6%	-10%	-38%	3%	0.4%	-15%	-0.2%	4.4%	12%
8	Nc1cc2nsnc2cc1Br	?	-4%	-120%	8%	28%	49µM*	-0.1%	1.6%	16%
9	C=CCNCCOCCOc1ccccc1-c1ccccc1	-1.1%	-28%	-11%	-1%	-0.1%	-2%	0.3%	1.2%	5%
10	O=C(Nc1ccc([N+](=O)[O-])cc1)c1ccccc1	-0.2%	36%	-28%[20 µM]	4%	-2.3%	nt	0.3%	2.1%	4%
11	Cc1ccc(-n2nnnc2SCC(N)=O)c(C)c1	0.2%	-13%	19%	-5%	-2.5%	-3%	-0.1%	-2.6%	6%
12	Cn1c(=O)oc2cc(S(=O)(=O)N3CCCCC3)ccc21	-0.4%	-5%	-30%	13%	0.2%	-3%	0.0%	2.3%	13%
13	CCOc1cc2[nH]c(=O)n(CCC(=O)N3CCN(c4ccccc4OC)CC3)c(=O)c2cc1OCC	0.6%	-18%	-24%	-6%	4.5%	-2%	-0.1%	-2.1%	32%
14	CCc1nc2c(cnn2-c2ccc(F)cc2)c(=O)n1-c1ccc(N2CCC(C)CC2)cc1	2.6%	46%	10%	5%	-1.7%	-1%	-0.1%	0.9%	-2%
15	Cc1ccnc(SCC(=O)Nc2cc(C)on2)n1	-0.5%	-27%	16%	-2%	-0.1%	0%	-0.1%	-3.6%	-10%
16	C=CCc1cccc2cc(C(=O)NC3CCCCC3)c(=O)oc12	-0.2%	-9%	-7%	-13%	0.2%	8%	-0.3%	-6.0%	4%
17	Cc1cccc(C(C)(C)C)c1OCCOCCN1CCCC1	-0.5%	-7%	18%	0%	3.2%	-11%	-0.2%	7.3%	11%
18	Cc1ccnc(NS(=O)(=O)c2ccc(NC(=O)CSc3nc(-c4ccccc4)cc(=O)[nH]3)cc2)n1	0.3%	-23%	-11%	-3%	14%	2%	-0.2%	-3.0%	2%
19	Cc1ccc(-c2cc(-c3ccccc3[N+](=O)[O-])[nH]n2)c(O)c1	nt	-3%	-27%	12%	-2.6%	-7%	-0.1%	9.1%	37%
20	O=C(CS(=O)(=O)c1ccccc1)Nc1ccccn1	0.2%	-44%	12%	-3%	-0.3%	-9%	-0.3%	-2.1%	14%
21	O=C(N=Nc1c(O)n(Cc2ccccc2)c2ccccc12)c1ccc(O)cc1	-1.5%	-77%	-44%	-6%	-3.2%	9%	0.2%	1.8%	22%
22	CCn1nc(C)c(CNC(=O)Nc2ccccc2C(=O)OC)c1C	-1.2%	-13%	-41%	0%	-1.5%	-11%	0.5%	-0.3%	-32%
23	NC(=O)c1cc(Br)cc(C2CCCCC2)c1O	?	-4%	13%	1%	2.7%	-1%	0.0%	-3.9%	0%
24	COCCNC(=O)CSCc1c(F)cccc1Cl	1.5%	-29%	6%	4%	0.4%	-2%	-0.1%	-1.4%	0%
25	Cc1cc(SCC(=O)c2ccc3c(c2)OCO3)nc2ccccc12	-0.3%	-14%	3%	2%	0.5%	-12%	-0.1%	-2.4%	8%
26	Brc1ccc(-c2nnc3c4ccccc4nc(N4CCOCC4)n23)cc1	nt	-13%	23%	20%	0.1%	-9%	-0.1%	-2.4%	17%
27	O=C(CSc1nc(-c2ccccc2)cc(C(F)(F)F)n1)N1CCOCC1	-1.0%	-19%	-8%	8%	0.3%	?	0.0%	0.0%	2%
28	COc1ccccc1-c1cc(C(=O)NCCCn2ccnc2)no1	-0.3%	1%	28%	-7%	0.9%	-6%	0.2%	-0.8%	2%
29	CCOC(=O)c1cc(CC)sc1NC(=O)c1cc([N+](=O)[O-])ccc1N1CCOCC1	?	-16%	-120%	25%	2.2%	-16%	-0.1%	-2.0%	10%
30	Cc1cccc(NC(=O)c2ccc(N(C)C3CCCCC3)c([N+](=O)[O-])c2)n1	-0.9%	nt	-15%	3%	-4.1%	-11%	0.2%	4.8%	-4%
31	Cc1ccc(C(=O)Nc2cccc3ccccc23)cc1	-0.3%	3%	19%	6%	-1.0%	-10%	-0.1%	-1.4%	0%
32	Oc1ccc(COCc2ccccc2)c2cccnc12	1.6%	24%	-6%	2%	-2.0%	6%	0.4%	-0.7%	-39%
33	CCCCn1cnc2c(=S)nc(N)[nH]c21	0.0%	-15%	-3%	-7%	1.6%	-13%	0.6%	0.3%	5%
34	Cc1c(C(=O)N2CCc3ccccc3C2)oc2ccc(S(=O)(=O)N3CCCCCC3)cc12	-1.5%	-33%	6%	1%	-0.4%	5%	-0.3%	6.2%	13%
35	Cc1ccc2[nH]c(C)c(CC(=O)O)c2c1	0.3%	2%	-3%	-1%	4.6%	-3%	0.0%	-0.2%	-10%
36	COc1cc(C(=O)NCC2CCCO2)cc(OC)c1OC (centres undefined)	1.0%	-21%	-6%	-13%	1.5%	-6%	-0.3%	-3.1%	5%
37	Cc1cccc(C)c1OCc1cc(C(=O)NC2CCC(O)CC2)no1 (centres undefined)	-0.8%	-17%	0%	1%	-0.7%	5%	-0.1%	4.5%	9%
38	O=C(Nc1nc(=S)ss1)c1ccc(Cl)cc1Cl	1.8%	-9%	-8%	-12%	9.6%	-1%	-0.1%	-0.1%	11%
39	CC(C)(C)[Si](OCC[C@@H]1C[C@@]1(C)[C@@H](NP(=O)(c1ccccc1)c1ccccc1)c1ccccc1)(c1ccccc1)c1ccccc1	0.2%	-43%	-27%	-6%	3.5%	nt	-0.1%	0.2%	2%
40	Cc1cc(C(=O)CSc2nnnn2C)c(C)n1CCc1ccc(F)cc1	-1.3%	-6%	8%	13%	0.2%	-9%	-0.2%	13%	10%
41	O=C(Nc1ccccn1)c1ccc(CN(c2ccccc2)S(=O)(=O)c2ccccc2)cc1	-1.2%	-14%	20%	-16%	-2.0%	-9%	0.0%	-2.6%	23%
42	O=C(COC(=O)c1ccc(F)cc1)Nc1nc2ccc([N+](=O)[O-])cc2s1	0.4%	16%	-5%[20 µM]	-8%	1.1%	-5%	-0.1%	-2.2%	4%
43	Cc1cccc(N(CC(=O)N/N=C/c2ccc(OCC(=O)NCc3ccco3)cc2)S(C)(=O)=O)c1C	0.2%	-16%	-14%	-26%	2.2%	-8%	-0.1%	-3.9%	41%
44	O=c1[nH]c(CN2CCN(S(=O)(=O)c3cccs3)CC2)nc2c(Br)cc(Br)cc12	-0.5%	-19%	-26%	-12%	1.1%	1%	0.0%	2.6%	-1%
45	Cc1cc(CNC(=O)[C@H]2C[C@@H]2[C@H](NP(=O)(c2ccccc2)c2ccccc2)c2ccccc2)nn1C	-0.9%	4%	-9%	7%	-0.9%	nt	-0.1%	0.9%	3%
46	Cc1ccc(CNC(=O)CSc2nc(C)cc(C)c2C#N)cc1	-0.8%	-1%	-29%	-15%	1.5%	-5%	-0.3%	0.9%	9%
47	Cc1ccc(C(=O)N2CCN(c3cccc(Cl)c3)CC2)cc1C	-0.3%	29%	-123%	-14%	-0.7%	-1%	0.0%	22%	-15%
48	O=[N+]([O-])c1ccc(C2=Nc3cc(Cl)ccc3OC2)cc1	-0.1%	-53%	-7%	-6%	12%	-23%	0.2%	0.7%	-4%
49	CC1(C)CC(=O)c2cc(O)ccc2O1	-0.2%	-11%	-45%	18%	-1.4%	1%	-0.2%	1.2%	-1%
50	O=C(/C=C/Nc1ccc(OC(F)(F)F)cc1)C(F)(F)F	0.0%	14%	-9%	8%	-1.4%	-1%	-0.1%	1.1%	10%

# More results follow.
item	canonical_smiles	West Nile antiviral	NOD1 inhibition	KOR beta-arrestin-1	GPR35 arrestin U2OS	HIV fusion peptide	NS5 inhibitors	GPR55 activation	KOR beta-arrestin-2	GPR55 LPI antagonism
51	CCCC(=O)Nc1ccc2c(c1)nc1n2CCN(C2CCCCC2)C1	0.0%	-20%	nt	0%	0.3%	-5%	-0.1%	nt	18%
52	O=C(CSc1ccc2nnc(-c3cccnc3)n2n1)N1CCc2ccccc21	nt	2%	-22%	22%	1.4%	nt	-0.1%	-3.9%	7%
53	O=c1c(Br)c(N2CCCCC2)cnn1-c1ccccc1	-0.1%	-44%	-14%	3%	4.1%	-16%	1.3%	-4.4%	1%
54	CC(C)c1[nH]nc2c1C1(CCN(Cc3ccccc3)CC1)C(C#N)=C(N)O2	0.2%	-4%	30%	-1%	12%	1%	-0.4%	0.4%	-3%
55	CCOC(=O)c1c(C)n(OCc2ccccc2)c2ccc3c(no[n+]3[O-])c12	0.0%	-48%	6%	10%	-1.1%	-2%	-0.1%	1.0%	32%
56	CCOC(=O)C1(CCCc2ccccc2)CCN(C(=O)c2cnc(C)cn2)CC1	-0.7%	2%	-27%	-1%	0.5%	-5%	-0.1%	5.5%	-12%
57	O=C(Cc1nc2ccccc2[nH]1)c1cccc([N+](=O)[O-])c1	-1.2%	4%	-56%	1%	1.6%	-10%	-0.2%	4.8%	6%
58	CC1(C)CC(=O)c2c(O)cc(OCC(=O)N3CCN(c4ccccc4)CC3)cc2O1	-1.1%	-16%	-40%[20 µM]	-5%	-0.8%	-2%	0.5%	-1.9%	13%
59	CCSc1nc(-c2ccccc2)c2cc(Cl)ccc2n1	-0.6%	-10%	-10%	11%	1.8%	-4%	0.1%	1.6%	6%

# High-throughput results deposited in PubChem BioAssay by several laboratories.
